EWS-Fli inh = EWS/Fli transcriptional activity inhibition; 350,000 tested, 0.67% active; AID 651661; A673 NR0B1-luciferase reporter, viability-normalised; inhibition, % at 12.6 µM;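 active = mean inhibition of at least 50% after viability correction, with every replicate also passing that limit; inconclusive = mean reaches 50% but only one of two replicates passes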;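 note: firefly luciferase signal divided by Alamar Blue viability fluorescence both relative to DMSO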
Cneo AK release = Cryptococcus neoformans lysis via adenylate kinase release | 360,000 tested, 0.2% active | C. neoformans lysis, adenylate kinase release luminescence, 4 h; normalised: neutral wells 0, clomiphene wells 100 | lysis activity, % at 15 µM | AID 651654;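 active = mean lysis activity across replicates of at least 80%, whatever share of replicates individually reach that level; inactive = mean lysis activity below 80%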
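Material: C. neoformans cells; Schedule: 4 h static compound exposure, 37 °C, read 1 h post-reagent; Measured by: adenylate kinase release luminescence; Read-out: signal increase indicating cell lysis; Controls: Clomiphene as positive lysis control.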
FN deposition inh = fibronectin deposition inhibition. AH1F fibroblasts, Alexa488-fibronectin deposition fluorescence, overnight. 350,000 tested, 0.086% active. AID 743247. inhibition, % at 12.6 µM;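 active = mean inhibition across replicates of 30% or more, regardless of how many single replicates reach that level; inconclusive = mean under 30% yet at least half of replicates reach 30%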;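 note: positive control wells lacked labelled fibronectin entirely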
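Test system: AH1F fibroblast monolayer depositing Alexa488-labelled fibronectin into matrix. Input: 10000 cells per well. Technique: fluorescence, ex 485 nm, em 525 nm. Buffer or medium: DMEM plus 2% serum, read in PBS. Timing: 1 h cell adhesion before compound, then overnight fibronectin incubation. Compound: single dose, pinned. Read-out basis: inhibition from reduced deposited-fibronectin fluorescence.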
CASP6 VEID inh = inhibitors of human caspase-6. P55212. purified caspase-6, Z-VEID-R110 cleavage fluorescence. inhibition, % at 12.5 µM. 350,000 tested, 0.53% active;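 active = mean inhibition across replicates at least about 35%, with every replicate also reaching that limit, limit read from the data; inconclusive = only one of the two criteria met; inactive = neither criterion met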;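 note: 0% = median of neutral control wells and 100% = no fluorescence left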
Target sequence (P55212 24-179 limits assumed): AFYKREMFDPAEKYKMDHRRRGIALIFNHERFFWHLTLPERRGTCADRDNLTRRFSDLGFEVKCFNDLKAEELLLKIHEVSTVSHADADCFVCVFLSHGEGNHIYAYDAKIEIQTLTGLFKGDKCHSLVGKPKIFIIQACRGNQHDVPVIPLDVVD
Target sequence (P55212 194-293 limits assumed): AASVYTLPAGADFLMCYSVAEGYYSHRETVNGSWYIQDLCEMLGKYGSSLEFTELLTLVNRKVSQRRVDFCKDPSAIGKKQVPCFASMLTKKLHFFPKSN
PAX8 reporter = inhibitors of PAX8 transcriptional activity in RMG-I cells. RMG-I TPO-luciferase reporter, SteadyGlo, 24 h. inhibition, % at 12.6 µM. 360,000 tested, 1.2% active. AID 652154;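 active = mean replicate inhibition at least 60% with every replicate also reaching 60%; inconclusive = only one of the two criteria is met; inactive = mean below 60% and not all replicates reaching 60%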;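 note: luciferase light reporting Pax8 driven TPO promoter activity; plate controls were median of neutral control wells for no effect and mitoxantrone controls for full effect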
LGR2 inh = Drosophila LGR2 receptor signaling inhibition; inhibition, % at 9.99 µM; HEK293 LGR2, CRE-luciferase, bursicon-stimulated, 4 h; 380,000 tested, 0.35% active;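 active = drop in luminescence signal, shown as inhibition above about 50% in the replicate tests, limit read from the data, passing the limit was not always enough; inconclusive = probably only some replicates passing the limit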;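 note: agonist challenge used bursicon conditioned medium at about half maximal strength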
miR122 inh = blocks miR-122 activity in Huh7 sensor cells; Huh7 miR-122 Renilla luciferase sensor, 48 h; neutral wells = 0, positive control = 100; activation (reporter increase), % at 12.5 µM; 340,000 tested, 0.3% active;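 active = mean replicate activation score at least 90 and every replicate individually at or above 90; inconclusive = only one of the two criteria met; inactive = neither criterion met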;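 note: higher luciferase means less miR-122 activity so hits act as miR-122 inhibitors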
PGC1a acetyl inh = PGC1a acetylation modulation, inhibitor mode | 350,000 tested, 0.17% active | U2OS PGC1a acetylation, AlphaScreen anti-acetyl-lysine; with virally co-expressed GCN5 acetyltransferase | inhibition, % at 15.6 µM;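 active = every replicate shows inhibition of at least 40%; inconclusive = mean inhibition at least 40% but some replicate below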;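 note: 0% = neutral control wells and 100% = positive control wells; some results beyond the cut were filed as inactive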
* marks the source's active call; other numbers are inactive results; ? = inconclusive; . = not tested or not shown; [ ] = dose if it differs, or a comment.

SMILES	EWS-Fli inh	Cneo AK release	FN deposition inh	CASP6 VEID inh	PAX8 reporter	LGR2 inh	miR122 inh	PGC1a acetyl inh
Cc1ccc(N(CCC(=O)NC(C)(C)C)S(=O)(=O)c2ccc(C)cc2)cc1	1	2	0	-3	0	10	-2	-6
COc1ccc(C#Cc2ccc3c(c2)[C@@H]2[C@@H](CCN2C(=O)C2CCOCC2)[C@@H](CO)N3)cc1	-2	12	1	.	-43	-15	-13[16.7 µM]	11
COc1ccc(CC(=O)N/N=C/c2ccc(-c3ccc(F)cc3)o2)cc1OC	5	1	4	4	1	-2	4	.
Cc1ccc2nc(SCC(=O)NCc3ccco3)[nH]c2c1	.	-6	3	.	.	-8	1	5
C/C(=N\NC(=O)c1cccnc1)c1cccc([N+](=O)[O-])c1	4	.	2	-3	-14	-15	.	.
O=C(NC1CC1)c1cc(F)c(F)cc1Cl	.	-1	-2	.	.	.	-3	3
COc1ccc(CN(C)C(C)C(=O)Nc2ccc(S(=O)(=O)N3CCOCC3)cc2)c(OC)c1 (configuration not stated)	3	.	-9	-1	8	-6	.	.
CCN(CC)CCCNC(=O)c1ccc(Cl)c(S(=O)(=O)Nc2ccccc2OC)c1	.	2	6	.	-7	.	-1	-5
COc1cccc(C(=O)Nc2nnc(-c3ccccc3)s2)c1	-89	-7	-4	0	-225	-3	2	-30
Cc1cccc(NC(=O)c2nc[nH]c2C(=O)N[C@@H](C)c2ccccc2)c1	3	-10	2	-1	-10	7	3	-3
CC(NC(=O)Cc1ccc(S(=O)(=O)N2CCOCC2)s1)c1ccc(Cl)c(Cl)c1 (configuration not stated)	14	-2	-4	1	5	-21	-6	-17
O=C(Nc1nc(-c2ccncc2)cs1)C1c2ccccc2Oc2ccccc21	13	1	7	-1	24	9	6	.
CC1CC(C)CN(C(=O)c2cc3cc(Br)cc(Br)c3o2)C1 (configuration not stated)	-71	.	.	-1	-127	-23	.	.
COC(=O)CCC(=O)c1oc2ccccc2c1NC(=O)CCCN1C(=O)c2ccccc2C1=O	.	0	0	.	-17	.	-1	1
CCC(ONc1ccccc1C(F)(F)F)(C(=O)NN(C)C)c1ccccc1 (configuration not stated)	20	2	4	-1	-8	.	0	-1
Nc1ccc(S(=O)(=O)N2CCc3ccccc32)cc1	-3	-1	3	-3	26	-7	1	7
CNC(=O)C[C@@H]1CC[C@@H]2[C@@H](COc3ccc(NC(=O)Nc4cccc(Cl)c4)cc3C(=O)N2C)O1	-4	-4	3	0	2	-12	-2[16.7 µM]	0
O=C(CSc1nnc(-c2ccccc2)o1)N1CCOCC1	.	-3	-1	.	-10	.	-5	0
CCc1cc2ccc(C)c(C)c2nc1SCC(=O)NNC(=O)c1ccco1	0	.	2	-5	4	1	0	-6
COc1ccc(C#Cc2cccc(-c3nc(C(=O)N4CCN(C)CC4)cc4c3[C@H](CCO)N(S(=O)C(C)(C)C)C4)c2)cc1OC (some centres not stated)	-1	-1	2	1	1	-2	-4	4
CCOc1ccc(S(=O)(=O)Nc2nc3ccccc3nc2Cl)cc1	12	-3	6	-2	15	6	16	-6
Cc1cc(C)c(OCC(=O)NCC(C)(C)N2CCOCC2)c(C)c1	1	3	-8	-102	.	6	1	.
N#Cc1ccc(-c2ccc3c(c2)[C@H]2[C@H](CCN2C(=O)C2CCCCC2)[C@H](CO)N3)cc1	4	7	4	3	21	26	-1[16.7 µM]	-4
COc1cccc(NC(=O)Nc2nc(-c3ccc(OC)c(OC)c3)cs2)c1	65*	0	28	-2	104*	?	-27	.
COc1ccc(CN(C(=O)c2nsc(Cl)c2Cl)C(C(=O)NC2CCCC2)c2ccc(C)cc2)cc1 (configuration not stated)	-1	.	-2	1	1	3	.	.
Cc1ccc(CNC(=O)CCCCCNc2nc(=S)[nH]c3ccccc23)cc1	-3	.	0	1	-2	5	.	.
CCn1c(=O)c2cc(C(=O)NCCN3CCOCC3)sc2c2ccccc21	5	-2	10	0	-23	-9	0	-5
O=C(c1ccncc1)N1C[C@H]2[C@@H](c3ccccc31)[C@H](CO)N2C(=O)Nc1ccccc1Cl	-1	-1	.	-2	10	0	-3[16.7 µM]	-7
Cc1ccccc1C(OCC(O)CN1CCC(C(N)=O)CC1)c1ccccc1 (configuration not stated)	12	6	6	-2	10	-2	-1	.
CC(=O)Nc1cccc(-c2csc(C(C)(O)c3ccc(F)c(F)c3)n2)c1 (configuration not stated)	-9	-2	-2	5	4	12	-5	-10
CC(C)C(=O)Nc1ccc2c(c1)C(=O)N(C)[C@H]1CC[C@H](CC(=O)NCc3ccccc3F)O[C@H]1CO2	-4	-4	-19	.	8	-4	-20[16.7 µM]	-6
COc1ccc(CC(=O)NNc2ncnc3c2cnn3-c2ccccc2)cc1	2	.	2	12	-3	-11	.	.
C[C@H]1CN([C@@H](C)CO)C(=O)Cc2cc(NC(=O)c3ccncc3)ccc2O[C@H]1CN(C)C(=O)Nc1cccc2ccccc12	-19	-8	-5	-3	9	7	4[16.7 µM]	2
O=C(COC(=O)C(Cc1ccccc1)NC(=O)c1ccccc1)c1ccccc1 (configuration not stated)	-2	2	.	2	5	2	-1	5
NC(=O)C1CCN(c2ncnc3c(-c4ccccc4)nsc23)CC1	.	1	-1	.	-68	.	-6	5
Nc1c(C(=O)Nc2ccccc2)c2nc3ccccc3nc2n1CCCN1CCOCC1	17	-2	-7	-6	-3	.	-1	-57
Nc1ccc(C(=O)NCC(=O)O)cc1	0	2	5	5	6	.	-4	-4
O=S(=O)(NC1CCCCC1)c1cccc2nsnc12	4	1	4	-2	16	10	25	-2
COc1ccc(/C=N/NC(=S)Nc2ccccc2)cc1COc1ccccc1F	6	.	-1	-1	-1	0	.	.
CCN(CC)S(=O)(=O)N1CCC(C(=O)NCc2ccc(C)cc2)CC1	.	-5	1	.	.	8	5	-18
O=C(CSc1nc2ccccc2[nH]1)N1CCN(c2ccccc2)CC1	.	-2	-2	.	-5	.	-2	.
CCOc1ccccc1C(=O)NCC(=O)NCCCSc1ccccc1	.	-1	.	3	-13	-9	1	-11
C/C(=N\NS(=O)(=O)c1ccc(Br)cc1)c1ccc(-n2ccnc2)cc1	5	-1	-4	0	-2	0	62	6
CS(=O)(=O)c1ccc2nc(NC(=O)C3CCCO3)sc2c1 (configuration not stated)	-28	.	3	1	-54	-8	.	-7
C[C@H](CO)N1C[C@H](C)[C@@H](CN(C)Cc2ccc(C(=O)O)cc2)Oc2ccc(NC(=O)Nc3ccccc3)cc2CC1=O	-6	1	.	1	16	-26	-2[16.7 µM]	6
O=C(Nc1nnc(Cc2ccc([N+](=O)[O-])cc2)s1)Nc1ccccc1F	-2	2	2	1	-6	9	-2	6
CC(=O)N(C)C[C@@H]1Oc2cc(C#CCC3CCCC3)ccc2S(=O)(=O)N([C@@H](C)CO)C[C@H]1C	22	0	5	-4	.	3	4[16.7 µM]	22
O=c1nc(Nc2ccc(Br)cc2)sc2ccc([N+](=O)[O-])cc12	-15	.	-3	2	-20	17	.	.
COc1cc(NC(=O)NCc2ccncc2)cc(OC)c1OC	.	-4	.	.	.	-11	-2	6
Cc1cc(C)cc(N(CC(=O)NCC2CCCO2)C(=O)CCC(=O)Nc2cc(C)on2)c1 (configuration not stated)	.	-2	-1	.	2	.	-8	1

Some of the entries so far, as comma-separated lines.
Compound,EWS-Fli inh,Cneo AK release,FN deposition inh,CASP6 VEID inh,PAX8 reporter,LGR2 inh,miR122 inh,PGC1a acetyl inh
CS(=O)(=O)c1ccc2nc(NC(=O)C3CCCO3)sc2c1 (configuration not stated),-28,.,3,1,-54,-8,.,-7
C[C@H](CO)N1C[C@H](C)[C@@H](CN(C)Cc2ccc(C(=O)O)cc2)Oc2ccc(NC(=O)Nc3ccccc3)cc2CC1=O,-6,1,.,1,16,-26,-2[16.7 µM],6
O=C(Nc1nnc(Cc2ccc([N+](=O)[O-])cc2)s1)Nc1ccccc1F,-2,2,2,1,-6,9,-2,6

Following part:
SMILES	EWS-Fli inh	Cneo AK release	FN deposition inh	CASP6 VEID inh	PAX8 reporter	LGR2 inh	miR122 inh	PGC1a acetyl inh
COc1cccc(N2CCN(C(=O)c3cc4ccc(OC)cc4[nH]3)CC2)c1	0	1	-3	0	9	1	-1	2
Cc1ccc(C)c(N2CCN(c3ccc4cc(S(=O)(=O)N5CCCCC5)ccc4n3)CC2)c1	18	-2	7	-1	4	0	1	-10
O=C(NC(=S)Nc1ccc(CN2CCOCC2)cc1)c1ccc([N+](=O)[O-])cc1	-5	-2	4	7	-14	9	.	.
O=C(Nc1ccccc1F)c1ccc(C(=O)c2ccccc2)cc1	.	-1	.	-4	-162	-80	.	.
CO[C@@H]1CN(C)C(=O)c2cc(NC(=O)C3CCC3)ccc2OC[C@H](C)N(Cc2ccc(F)cc2)C[C@H]1C	-8	1	-17	-1	27	7	-2[16.7 µM]	.
Cc1ccc(C(O)c2ncc(-c3ccc(Cl)cc3)[nH]2)cc1F (configuration not stated)	-7	0	-7	8	-26	-30	-1	-2
COc1ccc(CCNC(=O)CCS(=O)(=O)c2ccc(Br)cc2)cc1OC	-4	.	-2	10	7	3	.	.
COc1ccc(-c2cc(C(F)(F)F)nc(SCC(=O)Nc3sc4c(c3C#N)CCC4)n2)cc1	-9	.	.	-12	.	5	-6	-9
COc1ccc(S(=O)(=O)Nc2cccc3c2O[C@@H](CN(C)Cc2ccc(C(=O)Nc4ccccc4N)cc2)[C@H](C)CN([C@H](C)CO)C3=O)cc1	-2	.	.	1	-16	1	.	3
COc1ccc(-c2c(C)n([O-])c3c([n+]2=O)CCCCC3)cc1	7	.	-1	2	4	11	.	.
CC(C)OC(=O)c1cc(Cl)c(=O)n(Cc2ccc(Cl)cc2Cl)c1	12	-2	12	1	11	8	-3	-16
COc1ccc(Nc2nnc(SC(C)C(=O)NC3CC3)s2)cc1 (configuration not stated)	8	-1	-1	0	.	-10	.	-8
CCOC(=O)C1CCCN(S(=O)(=O)c2cc3c4c(c2)CCN4C(=O)CC3)C1 (configuration not stated)	3	.	-2	0	-4	-12	1	3
C[C@@H]1CN([C@@H](C)CO)C(=O)c2cccc(NC(=O)c3nc4ccccc4s3)c2O[C@H]1CN(C)C(=O)Nc1cccc2ccccc12	2	-1	.	1	.	.	-2[16.7 µM]	-4
Cc1cccc(NC(=O)C(C)SCc2ccccc2)c1 (configuration not stated)	-21	-2	-9	1	-19	-16	-7	20
COc1ccc(NC(=O)c2ccco2)c2ccccc12	-2	0	-5	3	6	0	0	.
COc1ccc(-c2cc(C(=O)Nc3ccc(S(=O)(=O)Nc4onc(C)c4C)cc3)c3ccccc3n2)cc1OC	9	.	-2	5	-8	4	.	2
O=C(Nc1cccc(S(=O)(=O)N2CCOCC2)c1)c1ccc2c(=O)n3c(nc2c1)CCCCC3	14	-1	-5	-7	8	28	-5	1
COc1ccc(-n2c(COc3ccc(Cl)cc3Cl)n[nH]c2=S)cc1	-6	-1	-7	1	-3	5	10	-2
Cc1noc(C)c1S(=O)(=O)Nc1ccc2c(c1)CC(=O)N([C@@H](C)CO)C[C@H](C)[C@H](CN(C)S(=O)(=O)c1cccs1)O2	-2	1	5	-4	.	-1	-1[16.7 µM]	1
Cc1cnc(C(=O)OCC(=O)Nc2sc3c(c2C#N)CCC3)cn1	5	0	-1	11	-8	4	.	.
COC(=O)c1c(C(=O)OC)c2ccccn2c1C(=O)c1ccccc1	9	0	5	-1	20	8	4	-4

Compound activity (PubChem BioAssay)
